E-sel TNF inh: blocks E-selectin expression induced by TNF alpha; inhibition, % at 2 µM; 120,000 tested, 0.71% active; AID 1246; HUVEC TNFa-induced E-selectin immunofluorescence, high content;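 active means inhibition above the batch mean plus 3 SD, and confirmed as a hit on visual image review, cut at about 43% in these data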;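 further: 0% = TNF-stimulated DMSO wells and 100% = unstimulated control wells; not every result past the cut was called active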
* = called active by the depositor. Only part of the results is shown; the hit share may differ from the screen's.

A first look:
E-sel TNF inh	Structure
5	Cc1ccc(CNC(=O)COC(=O)c2cncc(Br)c2)cc1
-68	Cc1c(C(=O)O)oc2c(F)cccc12

All compounds of this part (from the top)
E-sel TNF inh	Structure
5	Cc1ccc(CNC(=O)COC(=O)c2cncc(Br)c2)cc1
-68	Cc1c(C(=O)O)oc2c(F)cccc12
-3	CCN(C(=O)COC(=O)/C=C/c1cnc2ccccc2n1)C1CCS(=O)(=O)C1 (configuration not stated)
-12	O=C(O)CCN1C(=O)/C(=C/c2cn(-c3ccccc3)nc2-c2cccs2)SC1=S
37	CCOC(=O)C1=C(CC)Nc2ccccc2N=C1NC(=O)c1ccc(S(=O)(=O)N2CCOCC2)cc1
-20	COc1cccc(OCC(=O)O)c1
-7	CC1CCCCN1CC(=O)Nc1ccc2c(c1)OC(F)(F)O2 (configuration not stated)
-7	NC(=O)N/N=C/c1cn(-c2ccccc2)nc1-c1ccccc1
11	O=C(Cc1csc(-c2ccccc2)n1)NCc1ccco1
1	N#Cc1cccn1-c1nccc(-c2cccs2)n1
-11	N#Cc1c2n(c(=S)n(-c3ccccc3)c1=O)CCCCC2
-4	COc1ccc(NC(=O)c2nn(C)c(=O)c3ccccc23)cc1S(=O)(=O)Nc1ccccc1Cl
0	Cc1ccccc1-c1nnn(CC(=O)Nc2ccc3c(c2)OCCO3)n1
-13	N#C/C(=N/Nc1ccc([N+](=O)[O-])cc1)C(=N)N1CCCCC1
-18	COc1ccc(C(C)=O)cc1CSc1nncn1C
13	C=CCn1c(SCC(=O)NC(=O)c2cccn2C)nc2ccccc2c1=O
-6	O=C(NCc1ccncc1)C1=NN(c2ccccc2)C(=O)CC1
-15	CCN(C(=O)CSc1nnc(C)n1-c1ccccc1)C1CCS(=O)(=O)C1 (configuration not stated)
-4	CCN1C(=O)/C(=c2\s/c(=C3\Sc4ccccc4N3C)c(=O)n2C)N(C)C1=S
4	COc1cc(C(=O)Nc2ccc(S(=O)(=O)Nc3cc(C)nc(C)n3)cc2)cc(OC)c1OC
-1	O=C(CC1S/C(=N/N=C/C=C/c2ccccc2)NC1=O)Nc1ccc(C(=O)O)cc1 (configuration not stated)
76*	Cc1cc(C)cc(NC(=O)c2ccc([N+](=O)[O-])o2)c1
-26	O=C(Nc1cccc(NC(=O)c2ccco2)c1)c1ccc2c(c1)OCCO2
-3	CCCOc1ccccc1N1C(=O)CC(N(O)c2ccccc2)C1=O (configuration not stated)
13	CCOc1ccc(NC(=S)N2CCN(c3ccc(N4CCOCC4)nn3)CC2)cc1
28	COCCCNC(=O)CCn1c(=O)c2ccccc2n(CC(=O)NCCc2ccc(OC)c(OC)c2)c1=O
15	COc1ccc2cc(CN(CC3CCCO3)C(=S)NCc3ccco3)c(=O)[nH]c2c1 (configuration not stated)
2	Cc1cccc(NC(=O)CN2C(=O)N/C(=C\c3cccn3-c3cccc(C(=O)O)c3)C2=O)c1
0	Cc1ccc(NC(=S)N(N)CCO)cc1
31	COc1ccc(S(N)(=O)=O)cc1N(C)S(=O)(=O)c1ccccc1
15	NC(=O)c1ccsc1NC(=O)Cc1ccc([N+](=O)[O-])cc1
-1	COc1ccc(-c2cc(C(F)F)n3ncc(C(=O)Nc4cc(C)on4)c3n2)cc1

Reprinted at random: 7 compounds from above, in no set order.
E-sel TNF inh	Structure
15	NC(=O)c1ccsc1NC(=O)Cc1ccc([N+](=O)[O-])cc1
28	COCCCNC(=O)CCn1c(=O)c2ccccc2n(CC(=O)NCCc2ccc(OC)c(OC)c2)c1=O
0	Cc1ccc(NC(=S)N(N)CCO)cc1
-1	COc1ccc(-c2cc(C(F)F)n3ncc(C(=O)Nc4cc(C)on4)c3n2)cc1
15	COc1ccc2cc(CN(CC3CCCO3)C(=S)NCc3ccco3)c(=O)[nH]c2c1 (configuration not stated)
13	CCOc1ccc(NC(=S)N2CCN(c3ccc(N4CCOCC4)nn3)CC2)cc1
31	COc1ccc(S(N)(=O)=O)cc1N(C)S(=O)(=O)c1ccccc1

Remaining list, next part.
E-sel TNF inh	Structure
-3	CCN(CC)CCn1c(SCC(=O)Nc2cccc(OC)c2)nc2c(sc3ccccc32)c1=O
-17	CCCCCOC(=O)NC1CCS(=O)(=O)C1 (configuration not stated)
-7	Cc1cccc(C)c1NC(=O)CNCC(=O)N(C)C
13	O=C(O)c1ccccc1-c1nc2cc(Cl)ccc2c(=O)n1O
-7	COc1cc(SC)ccc1C(=O)N1CC(C)OC(C)C1 (configuration not stated)
-40	Cc1noc(C)c1COc1ccc(C(=O)OCC(=O)NCCN2C(=O)CSC2=O)cc1
-32	CC(NC(=O)c1ccc(N(C)C)cc1)c1ccc(F)cc1 (configuration not stated)
-36	Cc1nc([N+](=O)[O-])c(Br)n1CC(=O)c1cccc([N+](=O)[O-])c1
-14	C=CCn1c(-c2cc3c(s2)CCC(CC)C3)n[nH]c1=S (configuration not stated)
-8	Cc1cc(=O)oc2cc(OCC(=O)c3ccc4c(c3)NC(=O)CO4)ccc12
4	Cc1ccc(CNC(=O)C2CC(=O)N(CCC(C)C)C2)cc1 (configuration not stated)
12	O=C1c2cccnc2C(Nc2ccc(F)c(Cl)c2)N1Cc1cccs1 (configuration not stated)
-14	CC(C)(C)C1CCC(OCC(O)CN2CCN(c3ccccn3)CC2)CC1 (configuration not stated)
-36	FC(F)(F)Oc1ccc(NC(=S)NCCCN2CCOCC2)cc1
-3	O=C(NCCN1CCC(Cc2ccccc2)CC1)C1CCN(S(=O)(=O)N2CCC3(CC2)OCCO3)CC1
26	CN(CC(=O)Nc1ccccc1N1CCOCC1)CC(=O)Nc1ccc(F)c(F)c1F
7	O=C(Cn1cnc2ccccc2c1=O)Nc1nc2ccccc2s1
9	O=c1[nH]c(=O)n(C(c2ccccc2)c2ccccc2)cc1Br
-25	CCOc1ccc(CN2CCN(Cc3ccsc3)C(CCO)C2)cc1CO (configuration not stated)
-16	O=C(NCCCN1CCOCC1)C(=O)NCc1ccccc1Cl
1	CCOC(=O)c1c(C)[nH]c(C)c1C(=O)COC(=O)c1nc2nccc(C)n2n1
12	CC(=O)Nc1ccc(S(=O)(=O)Oc2cccc(/C=C3\SC(N)=NC3=O)c2)cc1
-27	CCCC(CCC)C(=O)NC1CCN(Cc2ccccc2)CC1
-35	Cc1cc(C)n2nc(C(=O)N3CCN(Cc4ccc5c(c4)OCO5)CC3)nc2n1
-3	CC(C)(C)CC(C)(C)NC(=S)N1CCN(Cc2ccc3c(c2)OCO3)CC1
7	c1csc(C2CCCN2c2nc3nonc3nc2NC2CC2)n1 (configuration not stated)
-14	COc1ccc(CC(=O)N2CCN=C2SCc2ccc([N+](=O)[O-])cc2)cc1
-47	COc1ccc(C(=O)/C=C2\Sc3ccccc3N2C)cc1
-4	Cc1ncc(C[n+]2csc(C)c2C)c(N)n1
-21	Cn1nc(-c2ccccc2)c(CO)c1Sc1ccccc1
-15	CCOc1cc(/C=N\NC(=O)Cn2nnc3ccccc32)ccc1O
15	CCc1ccc(-c2cc(C(=O)NCCCn3ccnc3)c3ccccc3n2)s1
-18	COCCNC(=O)C(NC(=O)C1CCCCC1)C(C)C (configuration not stated)
1	CC(=O)Nc1nnc(SCC(=O)c2ccc(F)cc2)s1
-44	CCOc1ccc(C(C)=O)cc1COC(=O)c1cccnc1SC
32	C=CCn1c(SCC(=O)c2cc(C)n(C)c2C)nnc1-c1ccncc1
-4	C/C(CC(=O)Nc1ccc(Cl)c(C(F)(F)F)c1)=N\NC(N)=S
-20	Cn1nc(C(F)(F)F)c2cc(C(=O)O)sc21
12	CC(=O)/C=C/c1ccc(C)o1
-8	CC(=O)Nc1ccc(N=NN2CCOCC2)cc1
-9	O=C(CN1CCCCCCC1)Nc1ccc(Cl)cc1Cl
-36	Cn1c(N)c(C(=O)COC(=O)c2cnc(Cl)c(Cl)c2)c(=O)n(C)c1=O
-21	CCOc1ccc(CN2CCN(Cc3cn(CC)nc3C)CC2CCO)cc1 (configuration not stated)
-9	O=C1SCCC1NS(=O)(=O)c1ccccc1[N+](=O)[O-] (configuration not stated)
-3	COCCN1C(=O)Cc2c1nc(N)c1c(N)nc(N3CCN(c4ccc(F)cc4)CC3)c(C#N)c21
14	CCc1cc2cc(C)cc(C)c2nc1SCC(=O)Nc1cc(C)on1
-11	CC(C)C1Nc2c(O)cc(Cl)c([N+](=O)[O-])c2C2C=CCC21 (configuration not stated)
-21	C/[N+]([O-])=C\c1ccc([N+](=O)[O-])o1
-48	Cc1ccc(SCC(=O)Nc2ccc(S(N)(=O)=O)cc2)cc1
-6	CCc1nnc(NC(=O)c2cc(S(=O)(=O)N3CCOCC3)ccc2N2CCCCC2)s1
-11	Cc1ccc(COc2ccsc2C(=O)NN)cc1
-20	CC(C)C(=O)Nc1ccc(S(=O)(=O)Nc2ccccn2)cc1
46	CSc1ccccc1NC(=O)COC(=O)c1ccccc1O
-9	O=C(CN1CCOCC1)N1N=C(c2cccs2)CC1c1cccs1 (configuration not stated)
9	CCCNC(=O)COC(=O)c1ccc(S(=O)(=O)N2CCCC2)cc1
-28	CC(C)CCSc1nc2[nH]ncc2c(=O)[nH]1

Other compounds
E-sel TNF inh	Structure
-9	CCCOc1ccc(N2C(=O)CC(N(Cc3ccco3)C(C)=O)C2=O)cc1 (configuration not stated)
-10	COc1ccc(NC(=O)Nc2sc(=S)n(C)c2C)cc1
4	CCS(=O)(=O)c1ccc2oc(SCC(=O)Nc3ccc(OC)cc3)nc2c1
-3	CCN(CC)CCCOC(=O)C(c1ccccc1)c1ccccc1
-27	COc1ccc(C(=O)Nn2c(CCC(=O)O)ccc2-c2ccc(C)cc2)cc1OC
-9	O=C(CN1C(=O)NC(c2ccccc2)(c2ccccc2)C1=O)Nc1cccnc1Cl
-13	CN1CCN(/N=C/c2ccc(N(c3ccccc3)c3ccccc3)cc2)CC1
-1	CCCc1nc2c(sc3nc4c(cc32)COC(C)(C)C4)c(=O)n1CCN(C)C
3	COc1ccc(-c2cc(-c3nnc(COC(=O)c4ccncc4)o3)c3ccccc3n2)cc1OC
-11	O=C(Nc1ccc(F)cc1)Nc1nnc(-c2ccccc2)o1
5	Cc1ccc(Oc2ccc(C=O)cn2)cc1
-46	Cc1ccnc(NC(=O)c2cccc([N+](=O)[O-])c2C)c1
-9	Cn1ccnc1SCCNC(=O)CCc1nnc(CCc2ccccc2)o1
-12	COc1cccc(CNC(=O)CCC2CCCN(C(=O)CCn3cncn3)C2)c1 (configuration not stated)
-16	NC(=O)Cc1ccc(C(=O)c2ccc(F)cc2)s1
-5	COc1ccc(CC(=O)Nc2ccccc2N2CCOCC2)cc1OC
9	Cc1cc(C)n2nc(C(=O)NCc3ccco3)cc2n1
2	COC(=O)c1nc(NC(=O)c2ccc(F)cc2)n[nH]1
-32	CC(=O)Nc1ccccc1OCCOc1ccc(Br)cc1
-6	C/C(=C\C(=O)c1ccc(Cl)cc1Cl)N(C)C
-42	O=C(O)C1CCN(Cc2ccccn2)CC1
2	CCC(=O)NC(=S)Nc1ccc(NC(=S)NC(=O)c2ccccc2)cc1
-10	Cc1onc(-c2c(F)cccc2Cl)c1C(=O)Nc1nccs1
8	CCCCN(C)S(=O)(=O)c1ccc(C(=O)N(CCN(C)C)c2nc3ccc(C)cc3s2)cc1
-27	COCCn1cnc2c1c(=O)n(CC(=O)OCC#N)c(=O)n2Cc1ccccc1
0	C=CCNC(=O)COC(=O)c1cc(S(=O)(=O)N2CCCCC2)ccc1Cl
4	[O-]/C(=C(\C(=S)Nc1cccc2ccccc12)[n+]1cccc(CO)c1)c1ccc(Cl)s1
-32	O=C(CC1C(=O)NCCN1Cc1ccc(-c2ccccc2)cc1)NCc1ccncc1 (configuration not stated)
-8	N#CCCn1cc(/C=N/NC(N)=S)c(-c2ccc(Br)cc2)n1
11	CCOC(=O)Cc1csc(NC(=O)COc2ccc(C)c(C)c2)n1
9	COC(=O)c1sc(S(=O)(=O)NC(C)C(=O)O)c(C(=O)OC)c1C (configuration not stated)
15	CN(C)S(=O)(=O)c1cccc(NC(=S)N/N=C/c2cccc(O)c2)c1
-32	N/C(=N\c1nc(CSc2ccc(Cl)cc2)cc(=O)[nH]1)Nc1ccccc1C(F)(F)F
-1	Cc1cc(=O)n2[nH]c(C)cc2n1
-7	COCCNC(=O)Cn1c(=O)n(Cc2ccc(C(=O)NCCc3ccc(OC)c(OC)c3)cc2)c(=O)c2ccccc21
3	COc1ccc(CSc2nc3ccccc3c(=O)[nH]2)cc1F
-13	Cc1cc(C)n2c(SCC(=O)N(CC(C)C)c3c(N)n(CC(C)C)c(=O)[nH]c3=O)nnc2n1
-24	CCOC(=O)Cc1cnc(NC(=O)CSc2nc(N)cc(=O)[nH]2)s1
-6	CNC(=O)COC(=O)/C=C/c1ccc(F)cc1
-31	S=c1[nH]nc(-c2cccs2)n1/N=C/c1cccs1
-1	O=C(c1cc2ncc(Br)cn2n1)N1CCCCC1
1	COc1ccccc1NC(=O)c1cc(S(=O)(=O)NCc2ccccc2)ccc1F
-63	CC(=O)COc1ccc2c(C)c(-c3ccccc3)c(=O)oc2c1
-3	COc1ccc(S(=O)(=O)N(C)C)cc1NC(=O)Cc1cccs1
8	CC(C)CCNC(=O)COc1cccc2c1OC(C)(C)C2
18	CSc1nnc2ccc(-c3cccs3)nn12
-1	O=C(OCc1nnc(-c2ccccc2)o1)c1cc2ccccc2cc1O
-29	CCOC(=O)C1(Cc2cccc(F)c2)CCN(C(=O)c2cnccn2)CC1
-55	Cn1c(=O)c2cc(S(=O)(=O)NCCC(=O)Nc3ccc(F)cc3F)ccc2n(C)c1=O
-18	CCCCN(CCCC)S(=O)(=O)c1c(C)[nH]c(=O)[nH]c1=O
8	O=C1CCc2cc(S(=O)(=O)NC(C(=O)N3CCN(c4ccccn4)CC3)c3ccccc3)ccc2N1 (configuration not stated)
-29	CN(C(=O)c1ccccc1C(=O)OCC(=O)NC(=O)NC(C)(C)C)C1CCCCC1

7 entries already listed, arranged by the number in E-sel TNF inh, high to low:
mol | E-sel TNF inh
CCOC(=O)Cc1csc(NC(=O)COc2ccc(C)c(C)c2)n1 | 11
CCS(=O)(=O)c1ccc2oc(SCC(=O)Nc3ccc(OC)cc3)nc2c1 | 4
N#Cc1cccn1-c1nccc(-c2cccs2)n1 | 1
Cc1cc(=O)n2[nH]c(C)cc2n1 | -1
COc1ccc(S(=O)(=O)N(C)C)cc1NC(=O)Cc1cccs1 | -3
C/C(CC(=O)Nc1ccc(Cl)c(C(F)(F)F)c1)=N\NC(N)=S | -4
CCN(C(=O)CSc1nnc(C)n1-c1ccccc1)C1CCS(=O)(=O)C1 (configuration not stated) | -15

Screening data from PubChem.
